GLD-1 RNA inh: GLD-1-TGE RNA interaction inhibition (C. elegans); purified GLD-1 + fluorescein TGE RNA, fluorescence polarization; inhibition, % at 5.96 µM; hit rate 0.44% among 320,000;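 active = percent inhibition above a per-plate cutoff, the plate mean of test compounds plus 3 SD, cut at about 30% in these data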;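 note: 0% = DMSO wells with GLD-1 and probe and 100% = wells lacking GLD-1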
GSTO1 inh: GSTO1 inhibition, counter-screen for RBBP9 inhibitors; AID 1974; recombinant GSTO1, activity-based probe fluorescence polarization; inhibition, % at 5.96 µM; hit rate 1.1% among 300,000; P78417;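 active = inhibition above the campaign mean inhibition plus 3 SD, cut at about 35% in these data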;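 note: 0% = GSTO1-1 with DMSO and 100% = wells lacking GSTO1-1 enzyme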
Target sequence (P78417 whole entry, looked up): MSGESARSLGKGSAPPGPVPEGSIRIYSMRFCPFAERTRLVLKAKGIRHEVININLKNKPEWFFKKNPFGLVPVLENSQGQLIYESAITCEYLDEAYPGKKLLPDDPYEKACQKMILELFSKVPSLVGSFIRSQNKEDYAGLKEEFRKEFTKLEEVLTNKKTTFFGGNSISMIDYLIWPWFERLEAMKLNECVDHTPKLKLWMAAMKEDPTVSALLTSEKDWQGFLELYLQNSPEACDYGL
Bcl-xL primary: inhibitors of human Bcl-xL | Q07817 | GST-Bcl-xL / FITC-Bim BH3 peptide fluorescence polarization | inhibition, % at 10.9 µM | hit rate 0.7% among 320,000;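 active = inhibition above the mean of all tested compounds plus 3 SD, cutoff set per campaign, cut at about 30% in these data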;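 note: 0% = DMSO wells and 100% = unlabeled Bim-BH3 peptide competitor; inhibitors lower millipolarization by displacing the labeled peptide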
Target sequence (Q07817 whole entry, looked up): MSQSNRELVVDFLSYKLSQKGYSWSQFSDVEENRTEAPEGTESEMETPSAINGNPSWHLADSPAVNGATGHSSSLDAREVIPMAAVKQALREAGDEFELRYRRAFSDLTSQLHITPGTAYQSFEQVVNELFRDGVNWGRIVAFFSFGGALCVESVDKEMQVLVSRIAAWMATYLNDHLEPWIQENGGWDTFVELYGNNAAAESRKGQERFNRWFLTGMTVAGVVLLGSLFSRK
MCL1 BIM primary: MCL1-BIM-BH3 interaction inhibition (human); AID 2057; Q07820; inhibition, % at 10.9 µM; GST-MCL1 / FITC-Bim-BH3 fluorescence polarization; hit rate 0.68% among 320,000;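 active = inhibition above the mean inhibition of all tested compounds plus 3 SD, set per campaign, cut at about 40% in these data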;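 note: 0% = DMSO wells and 100% = unlabeled Bim-BH3 peptide control; higher means more loss of mP so more displacement of Bim peptide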
PAD4 FP inh: PAD4 (human) enzyme inhibition. hit rate 0.41% among 330,000. Q9UM07. recombinant PAD4, RCA probe fluorescence polarization. inhibition, % at 6.36 µM. AID 485272;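 active = percent inhibition above a cutoff equal to the mean of all tested compounds plus 3 SD, cut at about 15% in these data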;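 note: 0% = PAD4 with RCA probe and DMSO and 100% = probe without PAD4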
TPT1 inhibitor: C. albicans TPT1 enzyme inhibition; recombinant caTPT1, FP RNA substrate dephosphorylation; inhibition, % at 5 µM; hit rate 0.81% among 300,000; AID 1962;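 active = inhibition above the mean of all tested compounds plus 3 SD, set per screening campaign, cut at about 24% in these data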;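 note: plate controls were DMSO alone for no effect and ferristatin control at 100 nM for full effect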
Fam108B inh: Fam108B inhibition, counter-screen for RBBP9 inhibitors | recombinant Fam108B, FP-Rh probe fluorescence polarization | inhibition, % at 9.51 µM | hit rate 0.33% among 300,000 | AID 1947;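 active = inhibition above the screen mean inhibition plus 3 SD, computed separately per campaign, cut at about 18% in these data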;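 note: inhibitors lower polarization as less probe binds the enzyme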
MEX-5 binding: C. elegans MEX-5 TCR-2 RNA binding activity; Q9XUB2; MEX-5/FITC-TCR2 RNA binding, fluorescence polarization; hits give low values; activity score (negative = inhibition of binding), % at 10 µM; hit rate 0.38% among 300,000; AID 1832;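 active = inhibition past about -25% in most replicates, and total fluorescence under double the plate's negative control median, limit read from the data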;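 note: 0% = DMSO and -100% = 5 µM competing unlabeled TCR2 RNA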
Target sequence (Q9XUB2 whole entry, looked up): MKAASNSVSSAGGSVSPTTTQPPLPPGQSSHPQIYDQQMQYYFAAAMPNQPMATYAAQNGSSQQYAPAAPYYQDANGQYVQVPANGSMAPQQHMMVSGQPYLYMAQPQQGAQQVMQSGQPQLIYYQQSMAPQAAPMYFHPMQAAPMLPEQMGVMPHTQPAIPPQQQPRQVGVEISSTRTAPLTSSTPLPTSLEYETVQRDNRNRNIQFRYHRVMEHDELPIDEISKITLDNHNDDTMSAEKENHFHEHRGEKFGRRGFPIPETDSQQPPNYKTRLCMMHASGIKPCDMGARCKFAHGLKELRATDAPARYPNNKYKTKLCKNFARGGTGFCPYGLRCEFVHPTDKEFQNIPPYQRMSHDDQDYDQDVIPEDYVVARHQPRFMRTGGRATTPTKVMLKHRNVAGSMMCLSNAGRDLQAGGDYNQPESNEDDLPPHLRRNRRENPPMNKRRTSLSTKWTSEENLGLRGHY
PME-1 primary: PME-1 (human) inhibition. Q9Y570. recombinant PME-1, FP-Rh probe fluorescence polarization. inhibition, % at 5.9 µM. hit rate 0.53% among 320,000. AID 2130;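 active = inhibition above the campaign mean of all compounds plus 3 SD, cut at about 26% in these data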;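 note: competitive labeling of PME-1 active site by serine hydrolase directed probe; 0% = PME-1 with DMSO and 100% = wells lacking PME-1 enzyme; inhibitors block probe labeling so polarization falls and inhibition rises; many of its hits are not listed in these tables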
An asterisk follows results filed as active; nt = no result given. These rows are one share of the data; count on the stated rates, not on these rows.

SMILES,GLD-1 RNA inh,GSTO1 inh,Bcl-xL primary,MCL1 BIM primary,PAD4 FP inh,TPT1 inhibitor,Fam108B inh,MEX-5 binding,PME-1 primary
COc1ccc(C(CC(=O)c2ccccc2)S(=O)(=O)c2ccc(C)cc2)cc1 (stereo not drawn),-1,2,8,1,-2,2,-4,0.5,1
Cc1ccc(NC(=O)c2cc(Cl)ccc2[N+](=O)[O-])cc1C,-9,-4,3,10,0,-2,-1,1.6,8
O=C(COc1ccccc1Cl)NNC(=O)Cn1[nH]c(=O)c2ccccc2c1=O,5,nt,4,6,0,nt,nt,nt,-4
Cc1cn(COC/C=C/c2ccccc2)c(=O)[nH]c1=O,9,7,0,-6,-2,1,5,-1.2,-3
COc1ccc(C)cc1Nc1nnc(C)c(=O)[nH]1,-1,-5,-3,-9,0,-2,0,-1.6,0
CCc1cccc(NC(=O)Cn2c(=O)c3cccn3c3ccccc32)c1,-7,0,-3,-2,1,4,-3,-8.9,-8
COC(=O)[C@H](CCSC)NC(=O)NCc1ccccc1F,4,-1,5,0,0,-2,-3,0.6,-4
O=C(Nc1nc2ccccc2[nH]1)C1CCN(S(=O)(=O)c2cccs2)CC1,4,2,2,6,-2,-1,-2,1.3,7
Nn1c(SCc2cccc(F)c2)nnc1-c1ccncc1,5,5,6,-2,4,1,1,2.4,7
O=C(CN1C(=O)NC2(CCCC2)C1=O)N1CCN(S(=O)(=O)c2ccccc2F)CC1,-4,-1,2,0,5,1,-2,-0.6,9
CN(C)c1ccc(C(=O)NCc2ccc3c(c2)CCO3)cc1,2,3,3,-2,-1,1,-3,0.9,-2
CN(C)N1C(N)=C(C#N)C(c2ccc3c(c2)OCO3)C2=C1CCCC2=O (stereo not drawn),2,6,7,5,1,0,1,-2.0,4
COc1ccc(C(=O)NCCOC(C)C)cc1OC1CCN(C(C)=O)CC1,9,4,-4,6,-1,-2,0,1.9,-1
CCCCCCCCCCCCN1[C@@H](CC(C)=O)c2cc(F)cc(F)c2S1(=O)=O,0,16,2,-8,2,-1,-8,0.4,-2
COc1cccc(-c2nc(CS(=O)CC(=O)NCCc3ccccc3)c(C)o2)c1 (stereo not drawn),0,-1,4,0,0,-2,0,1.8,-7
Cc1oc(-c2ccc3c(c2)OCCO3)cc1C(=O)NCC(=O)O,4,7,4,6,0,-2,6,-1.3,3
CCSc1nnc(Cn2c(=O)sc3ccccc32)n1-c1ccc(OC)cc1,6,6,-2,6,2,-1,0,2.8,2
COCCc1nnc(NC(=O)Cc2ccccc2)s1,-7,-1,2,-2,-6,-4,3,-2.2,-7
COC(=O)CSc1nnc(-c2cccnc2)n1C,-1,7,-2,4,-3,-5,2,-1.3,-2
COc1ccc(Cc2nc3ccc(C(=O)N4CCC(N(C)C)C4)cc3o2)cc1 (stereo not drawn),5,-3,2,1,3,2,-4,-0.5,0
Nc1ccc(C(=O)NNC(=O)C2COc3ccccc3O2)cc1[N+](=O)[O-] (stereo not drawn),-1,7,0,-6,-1,-2,-1,-5.7,3
C=CCn1c(-c2cccc(Cl)c2)n[nH]c1=S,-8,8,-17,-15,4,0,-6,2.5,6
COCCN(CCOC)C(=O)c1sc2nc(-c3ccccc3)cn2c1C,-4,-4,5,-1,-2,0,2,0.2,-5
CCOC(=O)C1(Cc2ccccc2)CCCN(Cc2cnn(CC)c2)C1 (stereo not drawn),-5,-2,8,-1,2,-4,1,-0.1,1
CCC(=O)Oc1ccc2ccccc2c1CNC(=O)c1ccccc1,2,3,5,3,-2,-1,9,0.0,6
CCOc1ccc(NC(=O)CN(C)C(=O)Cc2ccsc2)cc1OCC,2,nt,-6,-5,2,nt,nt,nt,-2
COC(=O)CCCC1=CC2=C(c3ccccc3)C(=O)C(C)(OC(=O)C3CCCC3)C(=O)C2=CN1Cc1ccco1 (stereo not drawn),11,21,14,10,-10,0,-2,-4.8,4
O=C(COc1ccccc1Cl)NCCCNC(=O)c1ccncc1,3,4,-4,-2,-2,-3,6,-2.9,1
Clc1ccccc1CNCc1ccncc1,-3,-7,1,-2,-5,0,-4,1.9,-1
CCOc1ccc(CCNC(=O)CSc2ncn[nH]2)cc1OCC,4,5,-3,-7,4,-3,4,-2.9,-2

(listing goes on)
SMILES,GLD-1 RNA inh,GSTO1 inh,Bcl-xL primary,MCL1 BIM primary,PAD4 FP inh,TPT1 inhibitor,Fam108B inh,MEX-5 binding,PME-1 primary
Cc1ccccc1C(=O)N1CC(=O)Nc2ccc(F)cc2C1c1ccccc1 (stereo not drawn),0,0,6,1,3,0,0,0.4,10
Cc1cccc(C(=O)Nc2ccc(S(=O)(=O)N3CCOCC3)cc2)c1[N+](=O)[O-],-3,6,8,6,-6,-3,-3,-1.5,-4
COc1ccc(NC(=O)C2CCCN(S(=O)(=O)c3c(C)n[nH]c3C)C2)c(OC)c1 (stereo not drawn),3,-1,5,2,0,-5,1,1.0,2
O=C(NCCc1cccc(Cl)c1)c1cc([N+](=O)[O-])ccc1Cl,-1,21,3,10,-3,0,1,-0.7,8
CN(C)c1ccc(/C=c2/sc3n(c2=O)NC2(c4ccccc4)N(C)C(=O)N(C)C2(c2ccccc2)N=3)cc1 (stereo not drawn),-3,3,1,-4,-5,16,1,0.6,-6
O=C(COC(=O)c1cccs1)NCC1CCCO1 (stereo not drawn),5,2,2,-1,-1,-2,2,1.1,-3
O=C(O)CCNC1C=CS(=O)(=O)C1 (stereo not drawn),0,-6,-5,5,1,-3,-2,0.0,-2
Cc1csc(NC(=O)CSc2nccn2C)n1,3,0,8,9,2,2,-2,1.3,8
O=C(NC1CC1)c1ccc(NS(=O)(=O)c2ccccc2)cc1,3,-1,0,21,-4,-2,3,-1.8,-3
CCCC1c2ccc(C)n2CCN1C(=O)Nc1ccccc1Cl (stereo not drawn),21,2,41*,45*,4,-5,3,-0.3,2
CCN(CC)S(=O)(=O)c1ccc(-c2nnc(SCC(=O)N3c4ccccc4CC3C)o2)cc1 (stereo not drawn),3,13,-1,-8,-4,-3,-2,0.8,-6
O=c1c2c(n3cnnc3n1C1CCCCC1)-c1ccccc1CC21CCCCC1,7,-13,2,2,-3,-4,3,-0.1,6
COc1ccc2cc(C(C)C(=O)NC3CCC(O)CC3)ccc2c1 (stereo not drawn),-2,-4,-1,7,0,-2,-2,-4.0,0
COc1ccc(OC(=O)c2cc3ccccc3o2)cc1,-1,3,4,2,-5,-4,0,-4.7,-4
CCOc1ccc2ccccc2c1/C=N\NC(=O)c1ccc([N+](=O)[O-])cc1,-5,2,2,-1,-2,-3,-1,1.2,5
COc1ccc(-c2noc(N3CCCC(C(=O)Nc4ccc(C(C)=O)cc4)C3)n2)cc1 (stereo not drawn),3,3,-2,6,-1,-3,-5,-0.9,-11
CCCc1cc(=O)[nH]c(SCC)n1,-2,3,3,3,3,-3,4,1.5,6
CCOC(=O)CNc1nc(OCC#N)nc(N2CCOCC2)n1,3,3,-2,-9,-4,6,-3,0.4,0
COC(=O)CSc1ncnc2scc(-c3ccccc3)c12,2,16,4,4,-1,-2,-2,-0.4,-9
Cc1cc(F)ccc1NC(=O)Cn1c(C)csc1=O,0,nt,-6,-14,-2,nt,nt,nt,-3
O=C(NCc1ccc2c(c1)OCO2)c1cc(COc2c(F)cccc2F)on1,6,4,1,-2,-1,1,1,-2.5,-1
O=C(NC(NC(=S)N1CCOCC1)C(Cl)(Cl)Cl)c1cccc2ccccc12 (stereo not drawn),-5,-2,3,6,3,1,0,3.7,-6
CCc1noc(C)c1C(=O)OC(C)C(=O)c1c(C)[nH]c2ccccc12 (stereo not drawn),2,nt,6,8,1,nt,nt,nt,-4
O=C1OCc2nc3cc4c(cc3c(-c3ccc(F)cc3)c21)OCO4,-3,-4,1,4,4,2,0,-2.2,1
O=C(COC(=O)CCc1c[nH]c2ccccc12)NCCc1ccccc1,5,-2,-1,-2,3,1,1,-1.1,3
O=C(CCn1c(=O)oc2ccccc21)Nc1cccc(Cl)c1,3,-2,0,-2,-3,-1,-7,0.0,-5
COCCNC(=O)c1cc(-c2ccncc2)nc2ccc(S(=O)(=O)N3CCOCC3)cc12,3,20,2,5,1,0,-1,-2.4,-5
COc1cccc(NC(=S)N2CCn3cccc3C2c2cccnc2)c1 (stereo not drawn),10,8,-6,0,-4,-4,-1,0.6,0
O=C(COC(=O)Cc1c(Cl)cccc1Cl)Nc1ccccc1-c1ccccc1,2,0,2,-4,-2,0,3,1.1,-5
CN1CCN(CCCNC(=O)c2ccc(CS(=O)(=O)c3ccc(Br)cc3)o2)CC1,0,10,7,6,4,2,2,-3.2,-9

Bcl-xL primary: hit marks shown above
structure | GLD-1 RNA inh | Bcl-xL primary | MCL1 BIM primary | PAD4 FP inh | TPT1 inhibitor | MEX-5 binding | PME-1 primary
CCCC1c2ccc(C)n2CCN1C(=O)Nc1ccccc1Cl (stereo not drawn) | 21 | 41* | 45* | 4 | -5 | -0.3 | 2

Further results follow.
SMILES,GLD-1 RNA inh,GSTO1 inh,Bcl-xL primary,MCL1 BIM primary,PAD4 FP inh,TPT1 inhibitor,Fam108B inh,MEX-5 binding,PME-1 primary
COc1ccc(C)cc1NC(=O)CCc1c(C)nn(-c2ccc(N3CCCCC3)nn2)c1C,8,1,5,4,0,-1,4,-2.7,1
Clc1ccc(-n2ncc3c(N4CCCC4)ncnc32)cc1,-5,1,-1,-1,-1,-2,4,-1.8,-2
c1ccc(SCc2nc(-c3ccncc3)n[nH]2)nc1,4,-2,2,-4,-2,1,7,1.0,-1
COc1ccc(N2CCN(Cc3cc(=O)oc4ccc(Cl)cc34)CC2)cc1,-3,3,6,3,-4,0,1,0.8,4
Cc1ccccc1CSc1nc2c(c(=O)[nH]1)CCC2,1,-1,3,8,-1,0,-3,-0.7,2
O=C(COC(=O)C1CC2CCCC(C1)C2=O)Nc1ccc(Cl)cn1 (stereo not drawn),14,nt,25,27,4,nt,nt,nt,-2
Cc1ccc(S(=O)(=O)NC(CC(C)C)C(=O)NCC(C)(C)N2CCOCC2)cc1 (stereo not drawn),0,-3,-1,-2,1,1,2,0.4,1
COCCN(CCOC)C(=O)C12CCC(C)(C(=O)C1)C2(C)C (stereo not drawn),-2,5,2,8,-4,4,0,-2.8,-2
CC(C)(C)OC(=O)N[C@@H](CCCCNC(=O)OCc1ccccc1)c1nnc([C@H](CCCCNC(=O)OCc2ccccc2)NC(=O)OC(C)(C)C)o1,-4,4,6,10,0,-6,-5,1.8,-4
COc1ccc(-c2n[nH]c(C(F)(F)F)c2-c2cc3ccccc3o2)c(O)c1,9,-9,2,-1,0,-2,1,-0.8,-24
CC(=O)OCC(=O)N1CCN(c2ccc([N+](=O)[O-])cc2)CC1,0,-2,2,-3,-6,2,1,1.2,-4
COc1ccccc1C(=O)NNC(=O)C(=O)NCc1ccccc1,6,8,1,8,0,-1,0,-0.3,-2
CCCCOC(=O)n1ccc(C(=O)Nc2ccccc2OC)n1,6,5,0,1,4,1,3,1.6,5
CC(=O)Oc1ccc(C(=O)Nc2cccc(-c3nnc(-c4ccco4)o3)c2)cc1,-1,-18,-7,-6,-1,0,-15,0.3,-21
O=C(Nc1ccccc1)c1cn(CCBr)cn1,3,62*,6,6,0,-2,1,1.0,-2
CCCCNC(=S)NCc1ccc2c(c1)cc(C)n2C,7,1,-2,5,0,5,3,-1.6,-3

Source: PubChem (several laboratories)
